# hERG protect – shields human hERG channel from block by proarrhythmic agents. CHO-hERG, FluxOR thallium flux, dofetilide IC70 present. AID 1511. activation (rescue from dofetilide block), less the hit threshold, % at 10 µM. Q12809. 310,000 compounds, 0.51% hits;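 active = activation above the mean of controls blocked by dofetilide plus 5 SD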;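 also: thallium influx through hERG after potassium depolarization seen as dye fluorescence rise; in these data hits start at about 4.7%; inactives centre near -7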
# DYRK1A inh – Dyrk1A (rat) kinase inhibition. ADP-Glo luminescence, NFATc1 peptide. Q63470. inhibition, % at 12.5 µM. 310,000 compounds, 0.43% hits; in the data active = inhibition above about 50%;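 also: plate controls were vehicle with enzyme for no effect and no enzyme for full effect; many of its hits are not listed in these tables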
# GSK3 alpha inh – human GSK-3 alpha kinase inhibition. P49840. ADP-Glo luminescence, 60 min. inhibition, % at 10 µM. 320,000 compounds, 0.1% hits;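 in the data active = inhibition above about 50%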;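 also: GST-tagged GSK-3 alpha with peptide substrate and 25 µM ATP; 0% = DMSO neutral wells and 100% = GW8510 positive control wells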
# Target sequence (P49840 whole entry, looked up): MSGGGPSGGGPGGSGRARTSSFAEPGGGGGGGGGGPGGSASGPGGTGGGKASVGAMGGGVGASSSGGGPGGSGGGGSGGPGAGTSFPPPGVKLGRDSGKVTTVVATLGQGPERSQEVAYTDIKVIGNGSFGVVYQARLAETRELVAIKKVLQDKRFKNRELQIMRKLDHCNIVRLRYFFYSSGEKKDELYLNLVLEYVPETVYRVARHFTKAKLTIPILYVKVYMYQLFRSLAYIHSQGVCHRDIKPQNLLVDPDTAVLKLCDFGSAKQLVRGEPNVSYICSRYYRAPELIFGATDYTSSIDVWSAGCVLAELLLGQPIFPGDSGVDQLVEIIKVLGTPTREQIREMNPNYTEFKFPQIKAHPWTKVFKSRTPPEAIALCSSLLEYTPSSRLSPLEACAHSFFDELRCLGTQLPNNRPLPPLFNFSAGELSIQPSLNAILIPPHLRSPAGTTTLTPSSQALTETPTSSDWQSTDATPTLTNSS
# KCNK3 inh – human KCNK3 channel inhibition, primary screen; O14649; CHO-KCNK3 thallium flux, FluxOR fluorescence; active compounds read low; B-score at 10 µM; 340,000 compounds, 0.84% hits; AID 602410;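 active = B-score under library mean minus 4 SD, starting fluorescence ratio at most library mean plus 5 SD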;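 also: more negative B-score means stronger inhibition of thallium flux through KCNK3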
# PolyA inhibitor – inhibitors of polyadenylation in S. cerevisiae | calls only at 12 µM | 300,000 compounds, 0.02% hits | S. cerevisiae SKY197-pL101 polyadenylation reporter, beta-gal luminescence; efflux-impaired pdr1/pdr3 knockout yeast; score 100 = 6 SD above DMSO;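 active = lowest replicate activity score at least 50, where 100 means six control SD above control mean; inconclusive = lowest score under 50 but half or more replicates reach 50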;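 also: yeast exposed to compound for 9 h at 30 °C; higher score means more reporter readthrough which indicates perturbed polyadenylation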
# KCNK9 inh – blocks the human KCNK9 two-pore domain potassium channel; Q9NPC2; HEK293 KCNK9, FluxOR thallium flux fluorescence; active compounds read low; B-score at 10 µM; 310,000 compounds, 1.2% hits; AID 488922;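 active = ratio B-score over 3 SD below the library mean, with starting fluorescence within 5 SD of its mean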;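 also: negative B-score means less thallium flux so channel inhibition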
# GSK3B inh – inhibitors of human GSK3beta kinase | P49841 | GST-GSK3beta kinase, ADP-Glo luminescence, 60 min; active compounds read low | activity score (negative = inhibition), % at 10 µM | 300,000 compounds, 0.038% hits | AID 2097;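 active = more than half of replicate wells score below -50%, meaning over 50% inhibition versus plate controls; inconclusive = some replicates but at most half score below -50%; inactive = no replicate scores below -50%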;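 also: 0% = median DMSO wells and -100% = median GW8510 positive control wells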
#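 Assay system: GST-tagged human GSK3beta kinase, cell-free; Input: 1.6 ng GSK3beta; Medium: Tris/MgCl2 kinase buffer; Timing: 60 min enzyme reaction, room temperature; Signal: ADP-Glo luminescence quantifying ADP generated by kinase; Evaluation: score relative to plate controls; Benchmarks: DMSO neutral wells and GW8510 at 20 µM as positive.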
# KCNQ1 pot – potentiators or activators of human KCNQ1 potassium channel; P51787; CHO-K1 KCNQ1, thallium flux FluxOR fluorescence; active compounds read high; B-score at 10 µM; 310,000 compounds, 0.35% hits;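 active = fluorescence ratio B-score, a plate-corrected score, at least three library SD, with initial intensity B-score within 5 SD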
#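 Assay system: CHO-K1 cells stably expressing KCNQ1; Medium: assay buffer with matched DMSO; Also added: K+/Tl+ depolarizing stimulus; Dosing: single dose; Timing: dye 90 min, compound 20 min, room temperature; Measured by: kinetic FluxOR thallium fluorescence, 10-s 1-Hz baseline, 110-s post-stimulus read; Read-out: peak-minus-minimum fluorescence over initial fluorescence, negative-control normalized, B-scored.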
# KCNQ1 inh – inhibitors of human KCNQ1 potassium channel; CHO-K1 KCNQ1, FluxOR thallium flux fluorescence; active compounds read high; B-score at 10 µM; P51787; 310,000 compounds, 1.3% hits;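 active = compounds whose thallium flux B-score, printed positive for inhibition, exceeds three library SD while starting fluorescence stays within three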;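 also: channel opened by potassium depolarization with thallium stimulus after 20 min compound exposure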
# HDAC3 inhib – inhibitors of human histone deacetylase 3 | recombinant HDAC3, fluorogenic peptide/trypsin coupled, fluorescence | inhibition, % at 8.3 µM | 320,000 compounds, 0.15% hits; in the data active = inhibition above about 26%, passing the limit was not always enough; inconclusive = no clear call, values can overlap the other calls
# Target sequence (O15379 whole entry, looked up): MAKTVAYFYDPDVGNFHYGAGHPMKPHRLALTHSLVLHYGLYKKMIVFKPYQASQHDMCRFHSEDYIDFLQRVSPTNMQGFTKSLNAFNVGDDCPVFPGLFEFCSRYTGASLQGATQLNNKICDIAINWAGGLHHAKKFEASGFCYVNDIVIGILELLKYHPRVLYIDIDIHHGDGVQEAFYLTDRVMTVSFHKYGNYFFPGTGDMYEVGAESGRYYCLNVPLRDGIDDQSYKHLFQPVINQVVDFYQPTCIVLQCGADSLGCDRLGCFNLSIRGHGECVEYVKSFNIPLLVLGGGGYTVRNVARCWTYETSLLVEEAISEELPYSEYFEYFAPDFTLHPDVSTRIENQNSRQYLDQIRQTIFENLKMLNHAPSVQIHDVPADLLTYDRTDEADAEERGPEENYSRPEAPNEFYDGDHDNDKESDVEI
# RGS4 act – potentiators or activators of RGS4; 310,000 compounds, 0.92% hits; B-score at 10 µM; HEK293 M3R/inducible RGS4, carbachol calcium flux Fluo4; active compounds read low; AID 463111;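 active = B-score of the integrated calcium signal more than 4 SD below the library mean, with starting fluorescence not abnormally high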;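 also: negative B-score means reduced calcium response which marks RGS4 activation or potentiation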
#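 test system = M3R-expressing HEK293 line, RGS4 induced by doxycycline | probe or stimulus = carbachol at ECmax as muscarinic agonist stimulus | timing = dye loading 30 min 37 °C, buffer rest 30 min RT | signal = calcium dye Fluo4 fluorescence | evaluation = B score from integrated fluorescence ratio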
# The depositor's hits bear a star; i = inactive; ? = inconclusive; . = not tested or not shown. Not all compounds are listed, so the mix of outcomes need not match the whole.
cpd	SMILES	HDAC3 inhib	GSK3B inh	KCNK9 inh	DYRK1A inh	hERG protect	GSK3 alpha inh	KCNQ1 inh	KCNK3 inh	KCNQ1 pot	PolyA inhibitor	RGS4 act
1	CN(Cc1cnn(-c2ccc(F)cc2)c1)Cc1nc(Cc2ccccc2)no1	0	2	i	-2	-14	3	i	i	i	i	i
2	O=C(Nc1ccccc1F)c1c[nH]c(=O)[nH]c1=O	.	-1	i	6	-16	-1	i	i	i	i	i
3	O=C(Nc1nc(-c2ccccc2)cs1)c1ccc2c(=O)n3c(nc2c1)CCCCC3	-3	1	i	-3	-5	1	i	i	i	i	i
4	CCOC(=O)C(=O)NCC(c1cccs1)S(=O)(=O)c1ccc(F)cc1 (stereo unspecified)	3	2	i	-10	-8	3	i	i	i	i	i
5	O=C(Cc1ccc(Cl)cc1)Nc1ccccc1C(=O)N1CCCC1	-4	-23	i	9	-5	-3	i	i	i	i	i
6	CC(C)(C)C(=O)c1cnc(Nc2ccccc2)s1	0	8	i	2	-6	1	i	i	i	i	i
7	CCC(Sc1ccc(C(=O)O)cc1)C(=O)O (stereo unspecified)	3	-1	i	1	-7	-1	i	i	i	i	i
8	COc1ccccc1-n1cnnc1SC(C)C(=O)Nc1cccc([N+](=O)[O-])c1 (stereo unspecified)	?	-22	i	-2	-6	-5	i	i	i	i	i
9	CCOC(=O)c1nnn2c1nc(SCC(C)=O)c1ccccc12	3	4	i	.	-6	-2	i	i	i	i	i
10	COc1ccc(OC)c(C(=O)c2ccc(C(=O)Nc3cccc4ccccc34)cc2)c1	-2	5	i	0	-9	-3	i	i	i	i	i
11	Cc1ccccc1N=C1NC(=O)/C(=C/c2cccnc2)S1	7	0	i	48	-7	3	i	i	i	i	i
12	Cn1ccnc1Sc1cc(NCCCO)c([N+](=O)[O-])c2nonc12	0	-1	i	16	-31	1	6*	i	i	i	i
13	Cc1ccc(NC(=O)CSc2nnc(Cc3ccccc3)c(=O)[nH]2)c(C)c1	0	3	i	8	-11	-3	i	i	i	i	i
14	C1=C(c2ccccc2)N2CCN=C2S1	-1	1	i	-1	-1	-1	i	i	i	i	i
15	O=C(NNC(=S)NC(=O)c1ccccc1[N+](=O)[O-])c1ccccc1	5	2	i	-2	-15	-3	i	i	i	i	i
16	c1ccc(C2CNCc3c2ccc2ccccc32)cc1 (stereo unspecified)	0	3	i	0	-12	3	i	i	i	i	i
17	Cc1nnc(NC(=O)CSc2nnc(CNC(=O)c3ccccc3)n2-c2ccccc2)s1	.	3	i	0	-13	-2	i	i	i	i	i
18	O=C(NC(C(=O)N/N=C/c1ccccn1)c1n[nH]c(=O)c2ccccc12)c1ccccc1 (stereo unspecified)	1	1	i	17	-9	0	i	i	i	i	i
19	CCOC(=O)C1CCN(c2c(NCCN(CC)c3ccccc3)c(=O)c2=O)CC1	1	2	i	-3	-7	5	i	i	i	i	i
20	CCCCc1nnc(NC(=O)c2nc3nccc(C)n3n2)s1	3	4	i	0	-5	-3	i	i	i	i	i
21	CCC(CC)C(=O)NCCc1ccc(S(N)(=O)=O)cc1	-3	-4	i	1	-8	6	i	i	i	i	i
22	CC1=C(C(=O)Nc2cccnc2)C(c2ccc3c(c2)OCO3)C2=C(CCCC2=O)N1 (stereo unspecified)	-4	-1	i	6	-4	1	i	i	i	i	i
23	Cc1sc2nc(SC3CCOC3=O)n(Cc3ccccc3)c(=O)c2c1C (stereo unspecified)	-1	0	i	1	-8	.	i	i	i	i	i
24	CCCC(=O)Nc1cc(C)c2c(=O)oc3ccccc3c2n1	4	3	i	15	-12	15	i	i	i	i	i
25	CCCCC(=O)NS(=O)(=O)c1ccc(N=NN2CCOCC2)cc1	-1	-3	i	-10	-3	-1	i	i	i	i	i
26	CCC(C)NC(=O)CC(c1ccc(OC)cc1)n1cccc1 (stereo unspecified)	-3	0	i	0	-2	-2	i	i	i	i	i
27	CCOc1ccc(C2NC(=O)NC(c3ccccc3)=C2C(C)=O)cc1OC (stereo unspecified)	5	2	i	14	-8	0	i	i	i	i	i
28	CC(C)(C)C(=O)C[n+]1ccc(C(N)=O)cc1	0	0	i	-9	-16	-2	i	i	i	i	i
29	CC(=O)Nc1ccc(SC(C)C(=O)NC(N)=O)cc1 (stereo unspecified)	2	-1	i	0	-16	-1	i	i	i	i	i
30	COC(=O)C(c1ccccc1)N(Cc1cccc(CN(C(C(=O)OC)c2ccccc2)S(C)(=O)=O)c1)S(C)(=O)=O (stereo unspecified)	-2	-2	i	-12	-4	6	i	i	i	i	i
31	COc1ccc(CN2CCNC(=O)C2CC(=O)NC2CCCCCCC2)cc1C (stereo unspecified)	?	1	i	-2	-6	1	i	i	i	i	i
32	CC1(c2nnc(-c3ccccc3)o2)CC(c2ccc(Cl)cc2)=NO1 (stereo unspecified)	2	0	i	4	-7	-1	i	i	i	i	i
33	COc1cc(C(=O)NC(C)C2CC3CCC2C3)cc(OC)c1OC (stereo unspecified)	9	-1	i	0	-5	-2	i	i	i	i	i
34	Cc1ccc(CSc2nnc(SCC(=O)N/N=C/c3c[nH]c4ccccc34)s2)cc1	.	1	i	12	-13	.	i	i	i	i	i
35	CC(C)CN(C(=O)CCC(=O)OCC(=O)c1ccc(F)c(F)c1)c1c(N)n(CC(C)C)c(=O)[nH]c1=O	-1	-3	i	2	-10	-1	i	i	i	i	i
36	CO/N=C\CC(=O)Nc1ccc(Oc2ccccc2)cc1	5	3	i	-4	-9	-3	i	i	i	i	i
37	Cc1nc2c(=O)[nH]c3ccccc3c2o1	0	2	i	-1	-5	0	i	i	i	i	i
38	COc1ccc(CCNC(=O)Cc2ccc(OCc3ccccc3)c(OC)c2[N+](=O)[O-])cc1OCc1ccccc1	-3	0	i	-4	-5	0	i	i	i	i	i
39	O=C(O)CCC(=O)N1CCN(c2nc(-c3ccccc3)c3ccccc3n2)CC1	0	3	i	3	-5	-2	i	i	i	i	i
40	CN(CC(=O)Nc1ccc(N2CCOCC2)cc1)C(=O)c1cccc(Cl)c1Cl	5	0	i	1	-9	0	i	i	i	i	i
41	O/N=C/c1cn(-c2ccccc2)nc1-c1cccnc1	-4	-29	i	0	1	71*	i	i	i	i	i
42	CC(C)CCNC(=O)C1CCC(CNS(=O)(=O)c2ccc(Cl)cc2)CC1 (stereo unspecified)	-1	2	i	-1	1	0	i	i	i	i	i
43	CCOC(=O)c1nc2ccccc2c(=O)[nH]1	-4	1	i	3	-8	-22	i	i	i	i	i
44	C=CCNC(=O)c1ccc2c3n(nc2c1)-c1ccc(Cl)cc1CO3	4	-1	i	-4	-8	0	i	i	i	i	i
45	COc1cccc(OCC(=O)NNC(=O)C(=O)N2CCCC2)c1	-9	6	i	-2	-5	0	i	i	i	i	i
46	CCC1(c2ccccc2)NC(=O)N(CC(=O)NCc2ccccc2OC)C1=O (stereo unspecified)	-7	-2	i	2	-7	-2	i	i	i	i	i
47	CC(C)(c1ccccc1)c1ccc(OCC2CO2)cc1 (stereo unspecified)	3	0	i	-3	-5	-2	i	i	i	i	i
48	CC(=O)Nc1ccc(NC(=O)c2nc(S(=O)(=O)Cc3cccc(C)c3)ncc2Cl)cc1	5	-1	i	.	-15	0	i	i	i	i	i
49	Cc1noc(NS(=O)(=O)c2ccc(NC(=O)CSc3nc4c(cc3C#N)CCCC4)cc2)c1C	1	-2	i	-11	-3	-1	i	i	i	i	i
50	CCOC(=O)Cn1cnc2c(nnn2-c2cccc(Cl)c2)c1=O	-6	-3	i	-3	-4	-1	i	i	i	i	i

# The listing continues.
cpd	SMILES	HDAC3 inhib	GSK3B inh	KCNK9 inh	DYRK1A inh	hERG protect	GSK3 alpha inh	KCNQ1 inh	KCNK3 inh	KCNQ1 pot	PolyA inhibitor	RGS4 act
51	Cc1ccc(-c2nc(S(=O)(=O)c3ccc(C)cc3)c(SCC(=O)NCC3CCCO3)o2)cc1 (stereo unspecified)	3	-1	i	-5	-12	-3	i	i	i	i	i
52	O=[N+]([O-])c1ccc(Cl)c(NC(=S)N2CCCC2)c1	2	-1	i	0	-2	4	i	i	i	i	i
53	COc1ccc(NC2CCCN(C(=O)c3cn(C)c4ccccc34)C2)cc1 (stereo unspecified)	1	-1	i	-3	-6	2	i	i	i	i	i
54	Cc1ccc(OCC(=O)N2c3ccccc3CC2C)c([N+](=O)[O-])n1 (stereo unspecified)	-3	0	i	6	-10	-2	i	i	i	i	i
55	COc1ccccc1NS(=O)(=O)c1ccc2[nH]c(=O)[nH]c2c1	0	0	i	.	-4	-2	i	i	i	i	i
56	COc1ccc(Oc2nc3ccccc3n(C)c2=O)cc1	1	2	i	.	-9	0	i	i	i	i	i
57	Cc1onc(-c2c(Cl)cccc2Cl)c1C(=O)NN1CCCCCC1	-3	3	i	.	-9	-3	i	i	i	i	-8.4*
58	Cc1cccc(C(=O)Nc2cccc(C(=O)N/N=C/c3ccccn3)c2)c1	2	-9	i	11	-1	26	i	i	i	i	i
59	Cc1onc(-c2c(Cl)cccc2Cl)c1C(=O)Nc1ccc(C(N)=O)cc1	-7	-2	i	-7	-9	1	i	i	i	i	i
60	O=C(Nc1cccc(S(=O)(=O)N2CCCCC2)c1)c1ccc([N+](=O)[O-])o1	.	-1	i	-1	-10	2	i	i	i	i	i
61	COc1cccc(CNC(=O)c2ccccc2NC(=O)C2=C(C)OCCS2)c1	8	2	i	.	-5	0	i	i	i	i	i
62	COCCNC(=S)Nc1ccc(S(=O)(=O)Nc2ncccn2)cc1	2	0	i	-1	-8	-4	i	i	i	i	i
63	CCc1nnc(NC(=O)CSc2nnc3c(C)cc4c(C)ccc(C)c4n23)s1	4	2	i	0	-12	-1	i	i	i	i	i
64	CCc1ccccc1NC(=O)CN(C)S(=O)(=O)c1ccc2c(c1)c(=O)n(C)c(=O)n2C	-1	3	i	-2	-10	-2	i	i	i	i	i
65	COc1ccc(S(=O)(=O)N2CCCCCC2)cc1C(=O)N(C)Cc1ccc(C(C)(C)C)cc1	?	1	i	-4	-8	.	i	i	i	i	i
66	OCCCc1nc2n(n1)C(c1ccccc1)C=C(c1ccccc1)N2 (stereo unspecified)	-4	-4	i	13	-13	-4	i	i	i	i	i

# Bioassay records as filed in PubChem.
